Assay outcomes: PubChem, National Center for Advancing Translational Sciences (NCATS)
HP1b binding inh – blocks HP1-beta chromodomain binding to methylated histone tails; AlphaScreen HP1-beta / biotin-H3K9me3 peptide binding; Potency, µM (top dose mostly 114 µM), for inactives: top-dose activity change, negative = inhibition, usual class: inhibitors; P83916; AID 540317; 390,000 compounds, 0.56% hits; note: potency is the fitted concentration of half-maximal effect; nearly all actives have a fitted effect of over 70% in size; inactives centre near 23
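HP1-beta protein (50 nM final) preincubated 30 min at room temperature with biotinylated H3(1-18)K9me3 peptide (50 nM) in PBS pH 7.4, 0.01% Tween-20, then compound added for 30 min. AlphaScreen streptavidin donor/nickel chelate acceptor beads (10 ug/mL final), 30 min dark, luminescence read.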
GLS inhibitor – blocks human kidney-isoform glutaminase activity. GLS enzymatic activity, qHTS titration. O94925. 410,000 compounds, 0.21% hits. Potency, µM (titrated, usually from 45.5 µM), for inactives: top-dose activity change, negative = inhibition, actives largely listed as inhibitors; note: potency is the fitted concentration of half-maximal effect; % is set by controls: 0 for no effect and ±100 for the full control effect
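hKGA in 45 mM KH2PO4 (pH 8.2), 0.02% Tween-20 with compound, then 1mM L-Glutamine (stock as added) plus glutamate oxidase/HRP/Amplex red coupling mix. Fluorescence read initially and after 30 min at RT; signal change reflects glutamate formation.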
mIDH1 inhibitor – blocks human mutant IDH1 R132H enzyme. IDH1-R132H enzyme, NADPH consumption, diaphorase/resazurin fluorescence. O75874. Potency, µM (top dose mostly 76.6 µM), without a hit: at the highest dose activity change, negative = inhibition, usual class: inhibitors. AID 602179. 390,000 compounds, 0.093% hits; note: potency is the fitted concentration of half-maximal effect; % is set by controls: 0 for no effect and ±100 for the full control effect; nearly all actives have a fitted effect of over 65% in size
Target sequence (O75874 whole entry R132H, stated change not applied): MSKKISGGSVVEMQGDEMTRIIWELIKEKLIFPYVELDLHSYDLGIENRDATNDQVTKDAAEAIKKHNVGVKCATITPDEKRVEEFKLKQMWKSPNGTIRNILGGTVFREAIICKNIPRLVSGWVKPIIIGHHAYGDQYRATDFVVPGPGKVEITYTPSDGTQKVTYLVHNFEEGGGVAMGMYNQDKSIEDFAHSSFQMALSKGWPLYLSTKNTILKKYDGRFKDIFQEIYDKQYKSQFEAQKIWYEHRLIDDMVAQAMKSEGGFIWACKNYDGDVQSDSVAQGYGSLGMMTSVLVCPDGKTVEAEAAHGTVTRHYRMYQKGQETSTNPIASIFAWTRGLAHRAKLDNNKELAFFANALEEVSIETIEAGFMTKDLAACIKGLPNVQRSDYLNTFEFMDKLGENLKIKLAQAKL
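IDH1-R132H (0.5 ug/mL) preincubated 30 min with compound, then NADPH (0.016 mM) and alpha-KG (2 mM) added; 80 min at RT, pH 7.5. Remaining NADPH coupled via diaphorase/resazurin to fluorescence (540/590 nm); concentration-response curves normalized to no-enzyme control.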
Pin1 inh – inhibitors of human Pin1; 390,000 compounds, 0.009% hits; Q13526; Pin1 FP peptide displacement, HiFluor488, 10 min; Potency, µM (doses to about 115 µM), for inactives: at the highest dose activity, negative = inhibition, most hits filed as inhibitors; active = well fitted inhibition curve with a large enough effect in the polarisation, with a control signal flat, not every such curve was filed as active; inconclusive = small, poorly fitted or top-dose-only effect, or effect the other way, or a change in a side signal; inactive = no such curve, though single readings can be large or run the other way; the % refers to the polarisation; note: potency is the fitted concentration of half-maximal effect; % is set by controls: 0 for no effect and ±100 for the full control effect
Target sequence (Q13526 whole entry, looked up): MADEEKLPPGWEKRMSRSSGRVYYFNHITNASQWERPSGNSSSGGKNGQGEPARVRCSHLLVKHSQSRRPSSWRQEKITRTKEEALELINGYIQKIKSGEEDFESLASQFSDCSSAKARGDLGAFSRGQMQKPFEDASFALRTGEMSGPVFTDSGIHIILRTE
TrxR1 substrate – is turned over as a substrate by rat TrxR1 | O89049 | AID 588456 | 390,000 compounds, 0.01% hits | Potency, µM (top dose mostly 114 µM), for the others: at the highest dose activity change, negative = substrate turnover | purified TrxR1 substrate turnover, NADPH consumption readout; note: potency is the fitted concentration of half-maximal effect; % is set by controls: 0 for no effect and ±100 for the full control effect; nearly all actives have a fitted effect of over 50% in size
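Rat TrxR1, dispensed at 90 nM, was prereduced with 400 uM NADPH (final) for 5 min at ~22 deg C, then incubated with compound 15 min before 400 uM selenite. A first-read NADPH fluorescence drop versus no-compound background flagged substrates.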
rTrxR1 inhibitor – rat TrxR1 inhibition; O89049; recombinant rTrxR1, NADPH fluorescence consumption, selenite substrate; Potency, µM (highest dose often 114 µM), for inactives: top-dose activity change, negative = inhibition, hits mostly inhibitors; 390,000 compounds, 1% hits; AID 588453; note: potency is the fitted concentration of half-maximal effect; % is set by controls: 0 for no effect and ±100 for the full control effect; nearly all actives have a fitted effect of over 65% in size
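Rat TrxR1 (90 nM in the dispensed reagent) was pre-reduced with 400 uM NADPH for 5 min at room temperature, then incubated with compound for 15 min. After 400 uM selenite was added, NADPH fluorescence (Ex 340/Em 450 nm) was followed for 8 min.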
PI4K2A inh – PI4K2A (human) kinase inhibition; Q9BTU6; purified PI4K2A, ADP-Glo luminescence, 1 h; hits give low values; activity change, negative = inhibition, % at 76.9 µM; 420,000 compounds, 0.13% hits; in the data active = activity change below about -50%; inconclusive = mostly about -30% to -49%;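 note: -100% = wells without enzyme as full effect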
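Compounds are screened against recombinant PI4K2A using PI as substrate and ATP, the latter dispensed at 300 microM. Reactions run one hour at ambient temperature before ADP-Glo detection; full inhibition defined by wells lacking enzyme.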
USP1 inh – inhibitors of human USP1/UAF1 deubiquitinase; recombinant USP1/UAF1, Ub-Rhodamine cleavage fluorescence; Potency, µM (series often up to 57.1 µM), without a hit: at the highest dose activity change, negative = inhibition, actives largely listed as inhibitors; 390,000 compounds, 0.23% hits; AID 743255; note: potency is the fitted concentration of half-maximal effect; % is set by controls: 0 for no effect and ±100 for the full control effect; nearly all actives have a fitted effect of over 60% in size; inactives centre near -12
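In this screen, compounds sit with the deubiquitinase complex (1nM) for 15 min at room temperature before Ub-Rho is added at 150nM final. Fluorescence rise is then followed for 6 reads every 60 seconds.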
Tb PGK inh – blocks T. brucei phosphoglycerate kinase; P07378; PGK/GAPDH coupled, Kinase-Glo luminescence, 60 min; Potency, µM (doses to about 57.5 µM), inactives show at the top dose activity change, negative = inhibition, most hits filed as inhibitors; 380,000 compounds, 0.043% hits; AID 602233; note: potency is the fitted concentration of half-maximal effect; % is set by controls: 0 for no effect and ±100 for the full control effect; nearly all actives have a fitted effect of over 60% in size
Target sequence (P07378 whole entry, looked up): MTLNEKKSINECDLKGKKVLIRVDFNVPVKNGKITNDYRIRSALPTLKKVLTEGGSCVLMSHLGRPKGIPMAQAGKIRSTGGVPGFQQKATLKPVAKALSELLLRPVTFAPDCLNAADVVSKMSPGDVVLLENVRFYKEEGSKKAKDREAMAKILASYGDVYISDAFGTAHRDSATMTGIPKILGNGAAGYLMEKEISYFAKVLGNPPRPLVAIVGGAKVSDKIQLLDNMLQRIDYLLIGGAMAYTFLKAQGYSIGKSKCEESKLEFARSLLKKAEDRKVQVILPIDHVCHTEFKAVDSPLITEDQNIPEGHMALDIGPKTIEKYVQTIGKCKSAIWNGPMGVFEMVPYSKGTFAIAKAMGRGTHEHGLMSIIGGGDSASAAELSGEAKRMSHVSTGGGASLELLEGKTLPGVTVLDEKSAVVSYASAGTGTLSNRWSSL
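Recombinant glycosomal PGK reaction used 1,3-bisphosphoglycerate generated in-well by GAPDH (100nM final) in 100mM TEA pH 7.6, 5mM MgCl2, 0.01% Tween-20. After 60 minutes at room temperature, ATP was read by Kinase-Glo Plus luminescence end-point.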
* = called active by the depositor; i = inactive; ? = inconclusive; · = not tested or not shown; [ ] = remark or other dose. Unless noted, calls come from the whole dose curve; as a rule, active = well fitted curve in the direction sought with a large enough effect; inconclusive = small, poorly fitted or top-dose-only effect, or another doubt; inactive = no such curve, though single readings can be large; an effect the other way counts as inactive or inconclusive. The list is partial. The share of hits here may be higher or lower than overall.

structure | HP1b binding inh | GLS inhibitor | mIDH1 inhibitor | Pin1 inh | TrxR1 substrate | rTrxR1 inhibitor | PI4K2A inh | USP1 inh | Tb PGK inh
CCC1CCCCN1S(=O)(=O)c1ccc(C(=O)Nc2sc3c(c2C(N)=O)CCC3)cc1 (centres undefined) | 14.3%[57 µM] | 0.5% | 28.6% | 49.7%[activator] | 3.4%[57.1 µM] | -10.7%[57.1 µM] | -2.3 | -6.4% | -3.9%
O=S(=O)(Nc1cc(Sc2cccc3cccnc23)c(O)c2ccccc12)c1ccc(F)cc1 | 17.8µM* | 0.3% | 19.2% | ? | -13.7% | 22.4µM* | 2.1 | -22.6% | -8.4%
CCCNC(=O)COC(=O)c1cccnc1Nc1ccccc1F | 6.2% | 11.7% | 4.9% | 4.1% | 9.7%[57.1 µM] | 11.0%[57.1 µM] | -0.6 | -3.1% | -9.4%
O=C(/C=C/c1ccccc1)NCCc1ccccc1 | 2.5% | -21.0% | 0.2% | -5.1% | 1.7% | 0.9% | -0.7 | -15.0% | ?
CCN(CC)C(=O)[C@H]1CC(CC(=O)NCc2cccc(C(F)(F)F)c2)C(=O)N2CCc3c([nH]c4ccccc34)[C@]12C (some centres undefined) | 3.4% | -5.6% | 6.1% | 0.6% | -8.3% | 0.1% | 1.3 | ? | -13.9%
O=c1cnn(Cc2c(Cl)cccc2Cl)c2ccccc12 | 15.1% | 15.7% | 9.2% | -7.7% | -2.4% | 15.4% | 2.9 | -8.0% | -1.8%
NS(=O)(=O)c1ccc(CCn2c(=S)[nH]c3ccccc3c2=O)cc1 | 34.6% | -1.9% | 0.0% | -3.5% | -2.4% | 8.4% | 1.6 | -5.4% | -11.0%
Cc1ccnc(NC(=O)CCC(=O)N(CC(=O)NCc2ccc(F)cc2)CC2CCCO2)c1 (centres undefined) | -4.5% | 1.8% | -6.1% | 2.4% | ? | -10.8% | 1.4 | -13.4% | -0.9%
Clc1ccc(CNc2ccc3nnc(-c4ccccc4)n3n2)cc1 | 15.3% | -2.7% | 20.8% | 7.5% | 4.3% | 29.8% | 0.5 | -17.8% | -3.3%
CC(=O)c1ccc(NC(=O)COC(=O)CCC(=O)c2cccs2)cc1 | 2.2% | 1.7% | 1.3% | -0.7% | 5.2% | 11.0% | 5.8 | -8.5% | 3.3%
CCCn1c(C)cc(/C=C(\C#N)C(=O)OCC(=O)NC(=O)NC(C)(C)C)c1C | 9.1% | 5.0% | -0.3% | 23.9% | -9.4% | -6.3% | -0.2 | -3.6% | -4.9%
Cc1cc(/C=N/NC(=O)c2ccccn2)c(C)n1-c1cccc([N+](=O)[O-])c1 | ? | 1.3% | 9.4% | -1.9% | -8.1%[57.1 µM] | 16.1%[57.1 µM] | -3.1 | -9.4% | i

Exported with each value named: 2 of the compounds above
CCCn1c(C)cc(/C=C(\C#N)C(=O)OCC(=O)NC(=O)NC(C)(C)C)c1C
  HP1b binding inh: 9.1%	GLS inhibitor: 5.0%	mIDH1 inhibitor: -0.3%	Pin1 inh: 23.9%	TrxR1 substrate: -9.4%	rTrxR1 inhibitor: -6.3%	PI4K2A inh: -0.2	USP1 inh: -3.6%	Tb PGK inh: -4.9%

NS(=O)(=O)c1ccc(CCn2c(=S)[nH]c3ccccc3c2=O)cc1
  HP1b binding inh: 34.6%	GLS inhibitor: -1.9%	mIDH1 inhibitor: 0.0%	Pin1 inh: -3.5%	TrxR1 substrate: -2.4%	rTrxR1 inhibitor: 8.4%	PI4K2A inh: 1.6	USP1 inh: -5.4%	Tb PGK inh: -11.0%

(more compounds)
structure | HP1b binding inh | GLS inhibitor | mIDH1 inhibitor | Pin1 inh | TrxR1 substrate | rTrxR1 inhibitor | PI4K2A inh | USP1 inh | Tb PGK inh
O=C(/C=C/c1cccc(Cl)c1)NCc1ccncc1 | 36.7% | 18.1% | -0.9% | -7.3% | -1.0% | 5.0% | -0.8 | -12.5% | 12.6%
Cc1ccc(C)c2[nH]c(=O)c(CN(Cc3cccnc3)C(=S)NCc3ccco3)cc12 | -33.7%[57 µM] | 8.7% | 1.4% | ? | -2.5% | ? | -3.3 | -5.1% | 5.3%
COc1cccc(NC(=O)CN(C)C(=O)Cc2ccc3c(c2)OCCO3)c1 | 26.0% | -6.9% | 1.8% | -3.1% | -0.6% | -6.0% | 1.4 | -15.0% | 6.2%
COc1ccc(C(=O)/C=C/c2ccc(OCc3ccccc3)cc2)cc1CSCC(=O)O | -16.6% | -13.2% | -3.6% | · | -7.2% | -4.3% | 0.8 | -23.2% | -17.1%
CCCC12CN3CC(C)(CN(C1)C3c1cn(CC)c3ccccc13)C2=O (centres undefined) | -7.0% | 0.3% | -7.5% | -1.2% | 4.0% | 32.5% | 3.8 | -12.0% | -3.5%
COc1ccc(C)cc1NC(=O)CCS(=O)(=O)c1cccc2nonc12 | -6.0% | -1.4% | 11.2% | 5.0% | -13.9% | ? | -3.0 | 0.9% | i
CCOC(=O)c1ccc(S(=O)(=O)N2CCN(c3ccccn3)CC2)cc1 | 34.3% | -1.0% | 4.9% | 6.0% | -11.8%[57.1 µM] | 35.1%[activator][57.1 µM] | -2.2 | -14.6% | -0.1%
C[C@@H]1CN([C@@H](C)CO)C(=O)CCCn2nncc2CO[C@H]1CN(C)S(C)(=O)=O | · | -6.1% | 11.4% | · | · | · | -7.9 | -20.8% | i
COc1ccc(/C=N/NC(=O)c2cc(C)n(-c3ccccc3)c2C)cc1OC | -9.7% | -8.3% | -5.3% | 3.3% | -9.2% | 15.6%[57.1 µM] | -6.6 | -8.9% | -1.8%
CCOC(=O)C1(CC2CCCCO2)CCN(C(=O)NCc2ccccc2)CC1 (centres undefined) | 34.9% | -8.2% | 12.5% | -2.4% | 10.9%[11.4 µM] | 27.4%[11.4 µM] | -1.3 | -15.1% | 12.0%
CC(C)c1nc2sc3c(=O)n(N)cnc3c2c2c1COC(C)(C)C2 | 31.8% | 1.2% | 3.4% | -11.3% | 17.6% | 20.5% | 3.6 | -17.2% | 1.3%
CC(=O)Oc1ccc(C(=O)[C@H]2[C@H]3C(=O)N(c4ccc(C)cc4)C(=O)[C@H]3[C@@H]3C=CC=NN32)cc1 | -10.3% | 12.7% | -28.8% | 20.5% | -10.4% | ? | -2.1 | -4.2% | -2.7%
Cc1ccc(NC2Sc3ccccc3NC2=O)cc1 (centres undefined) | 44.7µM* | -10.5% | 0.0% | -2.3% | -6.9% | ? | -3.8 | -17.8% | -6.5%
CCOc1ccc(C2=NC(c3ccncc3)=Nc3ccc(C)cc3N2)cc1OCC | -9.1% | 6.1% | · | -5.1% | -5.6% | 19.5% | 0.4 | -23.9% | ·
CCCCCCCNC(=O)CN1N=C(c2ccc(C)cc2)CCC1=O | 32.3% | 0.0% | -2.0% | -1.2% | -1.3% | 6.6% | -10.6 | -24.2% | 4.0%
Cc1cc(Cl)c2oc(C(=O)N(C)CCCCN3CCOCC3)c(C)c2c1 | 5.0% | -3.2% | 3.0% | 0.1% | -3.3% | 11.1% | -0.2 | -10.5% | i
Cc1cc(C)c(NC(=O)c2cc(S(=O)(=O)NCCC3=CCCCC3)ccc2F)c(C)c1 | 24.4% | 8.3% | -16.3% | -12.2% | 0.9%[57.1 µM] | 7.3%[57.1 µM] | 0.9 | -24.2% | 9.3%
O=C(Nc1cccc(F)c1)N1CC=C(n2c(=O)[nH]c3ccccc32)CC1 | 39.7% | 2.7% | 7.6% | ? | -7.6% | -7.2% | -14.0 | -23.4% | -7.1%
CCOC(=O)c1cc(-c2ccc(OC)cc2)n(CCC(=O)NCCN2CCC(C)CC2)c1C | -1.4% | -0.7% | 1.6% | 3.6% | -2.2% | -1.0% | -1.6 | 3.3% | 1.7%
CC(C)Cn1c(=S)[nH]c2ccccc2c1=O | 37.2%[activator] | 1.2% | -0.6% | -3.8% | -5.4% | 7.2% | -3.2 | -10.3% | i
Cc1ccc(C)c(Oc2cc(NN3CCCCC3)c([N+](=O)[O-])cc2[N+](=O)[O-])c1 | -12.1% | 12.7% | -4.3% | -14.3% | -4.2% | 9.4% | -1.8 | -13.3% | i
CCOc1ccc(NC(=O)CN2CCN(CC(=O)Nc3ccc4c(c3)OCCO4)CC2)cc1 | 17.1% | 7.7% | 2.8% | 1.5% | -8.6% | 11.5%[57.1 µM] | 10.5 | 2.5% | -2.0%
CC(CO)N1CCS(=O)(=O)CC1 (centres undefined) | 41.9%[activator] | 5.3% | 8.2% | 1.6% | -3.4% | -1.8% | -3.8 | -0.6% | 6.7%
O=Cc1cnc(N2CCN(Cc3ccccc3)CC2)s1 | 38.3% | 0.8% | -4.0% | -1.7% | -14.5% | -11.9% | 4.6 | -25.4% | 5.8%
CCOC1(c2ccccc2)OC(=O)c2ccccc21 (centres undefined) | 32.6% | 0.7% | 8.2% | 1.2% | 6.8%[57.1 µM] | 2.5%[57.1 µM] | 0.3 | -20.5% | i
COC(=O)C(CCC(=O)CN1C(=O)c2ccccc2C1=O)N1C(=O)c2ccccc2C1=O (centres undefined) | · | -0.7% | -0.5% | · | · | · | 1.9 | -22.4% | -0.7%
